Screening data (PubChem BioAssay)
RmlCD inh 1536 – M. tuberculosis RmlC/RmlD inhibition. P9WH09+P9WH11. RmlC+RmlD coupled enzyme assay, percent inhibition; primary screen in compound mixtures. inhibition, % at 3.6 µM. 160,000 compounds, 0.03% hits; in the data active = inhibition mostly above about 34%, no sharp cut-off; inconclusive = no clear call, values can overlap the other calls; inactive = mostly below about 22%; note: some results filed as inactive read as strong as hits
Target sequence (P9WH09 whole entry, looked up): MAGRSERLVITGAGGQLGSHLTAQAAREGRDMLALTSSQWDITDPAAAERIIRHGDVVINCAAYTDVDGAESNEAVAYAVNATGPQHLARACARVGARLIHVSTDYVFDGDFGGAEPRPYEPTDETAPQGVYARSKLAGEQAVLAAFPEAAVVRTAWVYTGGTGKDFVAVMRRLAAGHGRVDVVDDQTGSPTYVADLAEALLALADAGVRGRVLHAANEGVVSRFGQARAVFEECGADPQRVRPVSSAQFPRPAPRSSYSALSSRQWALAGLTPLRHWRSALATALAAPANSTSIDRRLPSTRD
Target sequence (P9WH11 whole entry, looked up): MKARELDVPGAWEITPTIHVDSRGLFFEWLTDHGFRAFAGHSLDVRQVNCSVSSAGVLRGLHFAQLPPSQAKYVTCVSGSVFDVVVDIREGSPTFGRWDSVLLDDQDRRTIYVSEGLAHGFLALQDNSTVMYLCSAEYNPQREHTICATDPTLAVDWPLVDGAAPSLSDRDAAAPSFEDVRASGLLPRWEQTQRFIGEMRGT
M. tuberculosis GlmU – inhibition of mycobacterial GlmU enzyme – biochemical, glucosamine-1-phosphate acetyltransferase (AID 1376); M. tuberculosis GlmU acetyltransferase enzyme assay; higher % means a stronger effect; inhibition, %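 (tested at 30 µM in the primary screen)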, or IC50 in µM where a hit was titrated; 220,000 compounds, 0.25% hits; in the data active = inhibition above about 13%; inconclusive = no clear call, values can overlap the other calls;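 note: 0% = complete reaction with vehicle and 100% = reaction without substrate; strong numbers were not always called active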
Active calls of the source: *; ? = inconclusive; . = no result given. These rows are one share of the data. The share of hits here may be higher or lower than overall.

SMILES	RmlCD inh 1536	M. tuberculosis GlmU
COc1ccc(CNC(=O)C2=CCN(S(=O)(=O)c3ccc(C)cc3)CC2)cc1	-2.1	3.3%
COc1ccc(NC(=O)/C(Cl)=C(/Cl)S(=O)Cc2ccccc2)cn1 (configuration not stated)	.	9.3%
Cc1cccc(CN(CC(=O)N/N=C/c2ccco2)S(=O)(=O)c2ccc(Cl)cc2)c1	5.3	-1.2%
COc1ccc2cc(CN(CC3CCCO3)C(=O)Nc3ccccc3)c(=O)[nH]c2c1 (configuration not stated)	-8.6	7.3%
CC1(C)C=C(c2ccc(C(=O)O)s2)CC(C)(C)N1	-10.6	1.4%
C=CCn1c(SCC(=O)N2CC(=O)Nc3ccccc32)nc2scc(-c3cccs3)c2c1=O	.	2.6%
Cc1ccc([N+](=O)[O-])cc1NC(=S)NC(=O)CC(C)(C)C	3.3	0.3%
Cc1cc(-c2nc3c4c5c(sc4[nH]c(=O)n3n2)CCC5)c(C)o1	10.3	?
O=c1[nH]c2ccccc2nc1NCCN1CCOCC1	-1.5	-0.6%
Cc1cccc(Nc2nc(N)nc(CCl)n2)c1C	46.2	-5.1%
O=C(Cn1cc([N+](=O)[O-])cn1)N1CCc2ccccc2C1	4.0	-3.4%
COCCN1C(=O)c2cc(C(=O)Nc3cccc(F)c3)ccc2C1Nc1cccc(F)c1 (configuration not stated)	.	-7.7%

4 entries from above in another layout.
COc1ccc2cc(CN(CC3CCCO3)C(=O)Nc3ccccc3)c(=O)[nH]c2c1 (configuration not stated)
- RmlCD inh 1536: -8.6
- M. tuberculosis GlmU: 7.3%
CC1(C)C=C(c2ccc(C(=O)O)s2)CC(C)(C)N1
- RmlCD inh 1536: -10.6
- M. tuberculosis GlmU: 1.4%
C=CCn1c(SCC(=O)N2CC(=O)Nc3ccccc32)nc2scc(-c3cccs3)c2c1=O
- RmlCD inh 1536: .
- M. tuberculosis GlmU: 2.6%
Cc1ccc([N+](=O)[O-])cc1NC(=S)NC(=O)CC(C)(C)C
- RmlCD inh 1536: 3.3
- M. tuberculosis GlmU: 0.3%

Carrying on:
SMILES	RmlCD inh 1536	M. tuberculosis GlmU
CSc1sc(-c2ccnc(=S)[nH]2)c(-c2ccccc2)c1C#N	-5.8	7.5%
O=C(Nc1ccc(C2CCCCC2)cc1)C1CCN(c2ncccn2)CC1	.	0.7%
CCN(CC)CCn1c(=N)n(CC(=O)c2ccc(Br)s2)c2ccccc21	94.6	-4.4%
O=C(O)CSc1ncnc2sc3c(c12)CCC3	-0.1	.
CCCCNCCCOc1cc(Cl)ccc1Cl	-7.2	.
CC1(C)CC(=O)C(C=Nc2ccc(O)c(N=CC3=C(O)CC(C)(C)CC3=O)c2)=C(O)C1	6.4	-4.3%
O=C(COC(=O)c1ccc2c(c1)C(=O)N(Cc1ccncc1)C2=O)Nc1cccc2ccccc12	0.1	-5.3%
c1ccc(CCNc2ccnc3cc4ccccc4cc23)cc1	6.3	-18.1%
COc1ccccc1/C=C(/C(=O)OCC(=O)NCc1ccccc1)c1ccccc1	1.3	1.4%
CC(C)N=c1c([N+](=O)[O-])nn(C)n1O	-10.2	0.1%
Cc1cccc(-c2nc(C#N)c(NC3CCCCC3)o2)c1	4.7	-3.0%
Cc1cc([N+](=O)[O-])nn1Cc1ccc(C(=O)N/N=C/c2ccc(F)cc2)cc1	35.2	1.4%
O=C(C1CC1)N1CCc2cc(Br)cc(S(=O)(=O)NCc3ccccn3)c21	20.3	-0.8%
O=S(=O)(c1ccccc1)N1CCN(CC(O)COc2ccc3c(c2)CCC3)CC1 (configuration not stated)	.	-0.1%
CCOc1ccc(NS(=O)(=O)c2cc(NC(=O)CCS(=O)(=O)c3ccc(C)cc3)ccc2OC)cc1	12.1	7.6%
Cc1cc(C=O)c(C)n1-c1ccc(N2CCCCC2)c([N+](=O)[O-])c1	.	-4.6%
Cc1cc(C(=S)N2CCOCC2)c(C)n1-c1ccc(F)cc1	5.5	-1.7%
O=C(CS(=O)(=O)c1c[nH]c2ccccc12)N1CCCc2ccccc21	11.2	-2.8%
COc1ccc(C)cc1-n1nnnc1SCc1csc(C)n1	11.1	1.2%
CN(Cc1cnn(C)c1)C(=O)c1sc2cccc(Cl)c2c1Cl	.	-2.8%
CN1CCN(CC(O)COC(c2ccccc2)c2ccccc2)CC1 (configuration not stated)	-16.0	-11.1%
Cc1ccc(C)c(OCCCCn2ccnc2)c1	-8.0	1.1%
C=CCn1c(SC(C)CC)nc(O)cc1=O (configuration not stated)	4.8	-1.5%
Cc1ccc(-c2csc(NC(=O)CN3C(=O)CCC3=O)n2)cc1	-4.0	7.2%

Full records, quoted from the list. Screens in order: RmlCD inh 1536, M. tuberculosis GlmU
Cc1cc(C=O)c(C)n1-c1ccc(N2CCCCC2)c([N+](=O)[O-])c1 across the screens: ., -4.6%
COc1ccc(C)cc1-n1nnnc1SCc1csc(C)n1 across the screens: 11.1, 1.2%
Cc1cc(C(=S)N2CCOCC2)c(C)n1-c1ccc(F)cc1 across the screens: 5.5, -1.7%
CCOc1ccc(NS(=O)(=O)c2cc(NC(=O)CCS(=O)(=O)c3ccc(C)cc3)ccc2OC)cc1 across the screens: 12.1, 7.6%

(further entries)
SMILES	RmlCD inh 1536	M. tuberculosis GlmU
O=C(c1ccccn1)c1ccc2ccccc2n1	27.6	0.5%
CCN(C(=S)Nc1cccc(C)c1)c1ccccc1	4.0	-4.7%
Cc1nn(C)c(C(=O)NNC(=S)Nc2ccc(F)cc2)c1[N+](=O)[O-]	-7.2	4.8%
CCN(CC)S(=O)(=O)c1ccc(-c2nnc(SCc3nnc(-c4ccc(C)cc4)o3)o2)cc1	-5.5	-7.7%
Cc1ccc(C)c(NS(=O)(=O)c2ccc3c(c2)Cc2cc(S(=O)(=O)Nc4cc(C)ccc4C)ccc2-3)c1	6.8	6.6%
Cc1cc(NC(=O)CSc2nc(C(C)C)nc3sc4c(c23)CCC(C)C4)no1 (configuration not stated)	.	2.2%
CCn1ncc(/C=N\NC(=O)c2ccc3c(c2)c(C)c(C)n3Cc2ccccc2)c1C	4.5	0.2%
COC(=O)CSc1cc(C)nc(NC(C)=O)n1	-5.8	-2.8%
O=C(c1cc(COc2ccc(F)cc2F)on1)N1CCSCC1	5.9	3.2%
O=C(/C=C/c1ccccc1[N+](=O)[O-])OC1CCCCC1=O (configuration not stated)	-9.8	-3.5%
Cc1ccc(NC(=O)C/C(N)=N/O)cc1C	0.5	0.8%
CSc1ccccc1NC(=O)Cn1c(-c2cscn2)nc2ccccc21	-6.8	2.4%
CCCOc1ccc(NC(=O)c2c(-c3ccccc3)noc2C)cc1	-7.2	1.9%
CC1=C(c2ccc(C)cc2)[N+](=O)C(C)(C)N1[O-]	-8.1	-6.5%
CC(C)(C)OC(=O)N1CCC2(CC1)Oc1ccc(F)cc1C(=O)C21CC(c2cccnc2)=NO1 (configuration not stated)	5.4	-5.3%
O=C1CC(c2ccc(F)cc2)C2=C(CCCC2=O)N1 (configuration not stated)	.	6.6%
NC(=O)C(F)(F)C12OC3C4C5CC(C6C5C3C61)C42 (configuration not stated)	-5.2	-0.2%
COc1ccccc1C(=O)C1CCCN(Cc2cn[nH]c2C2CCCCC2)C1 (configuration not stated)	-10.2	2.1%
CCCCNC(=O)C12CCC(C)(C(=O)C1Br)C2(C)C (configuration not stated)	-5.7	7.3%
CSc1ncccc1C(=O)NCCc1ccc(Cl)cc1	8.8	8.2%
COc1ccccc1N1CCN(C(=O)c2ccc(Cn3c(=O)[nH]c4ccsc4c3=O)cc2)CC1	-11.0	-0.4%
CN1CC(=O)N(CC(=O)NCc2ccc3c(c2)OCO3)C1=O	.	4.6%
Cc1ccc2c(CSc3nc4ccccc4c(=O)n3CCCO)cc(=O)oc2c1	.	-6.4%
Brc1ccc(-c2ccc(/C=N/Nc3nncc(-c4ccccc4)n3)o2)cc1	-2.8	0.7%
COCc1nnc(NC(=O)c2ccc(NC(=O)C(C)C)cc2)s1	.	6.3%
CC(C)(C)C(=O)N1CCN(c2ccc([N+](=O)[O-])c(NCc3cccnc3)c2)CC1	.	-9.5%
COC(=O)CNC(=O)C1Nc2ccccc2C2C=CCC12 (configuration not stated)	.	3.2%
CNC(=S)N1CCN(c2nc3ccccc3s2)CC1	.	1.9%
O=C(O)c1cc(N/N=C/c2cccnc2)ccc1Cl	-5.9	1.9%
Cc1cc(=O)nc2c3ccccc3n(C(C)C(=O)Nc3c(F)c(F)c(F)c(F)c3F)n12 (configuration not stated)	-9.1	1.5%
C/C(=N\NC(=O)c1cc(Cl)ccc1O)c1ccc(Br)s1	.	0.8%
CC(=O)Nc1ccc(S(=O)(=O)Oc2ccccc2N2CCCCC2)cc1	3.3	-0.6%
COc1ccc(-c2cc(C(F)(F)F)nc(N)n2)cc1	-13.0	3.0%
COc1ccc(C2C(C#N)=C(N)Oc3n[nH]c(C)c32)cc1Cn1nnc2ccccc21 (configuration not stated)	.	-3.8%
CC(=O)c1cc2c(cc1N/C(=N/S(=O)(=O)c1ccc(C)cc1)c1ccc(Cl)cc1)OCO2	-1.8	4.2%
CSc1nnc(C)c(=O)n1COC(=O)/C=C/c1ccc2c(c1)OCO2	-9.8	1.9%
Cn1cc([N+](=O)[O-])c(C(=O)NNC(=O)c2ccc([N+](=O)[O-])cc2Cl)n1	-12.5	1.3%
NC(=O)c1sc2nc3c(cc2c1N)CCCCCC3	-12.8	1.7%
CCN1CCc2nc(NC(=O)c3cc(F)c(F)cc3Cl)sc2C1	-7.0	1.8%
O=C(Cn1c(=O)c(C(F)(F)F)nc2ccccc21)N1CCC2(CC1)OCCO2	8.1	2.5%
Cc1ccc(Cl)cc1N1CCN(C(=O)COc2ccc3c(c2)CCC3)CC1	26.7	-4.9%
Cc1cc(C)n(-c2cc(N3CCN(S(=O)(=O)c4ccc(Cl)cc4)CC3)ccc2[N+](=O)[O-])n1	-6.8	5.8%
COc1ccc2c(c1)cc1n2CCN=C1NN	-6.1	-1.4%
COc1ccc2cc3cc(C(=O)NCc4cccnc4)oc3nc2c1	-2.4	-6.9%
CCOc1ccc(S(=O)(=O)N2CCc3cc(OC)c(OC)cc3C2)cc1	.	3.1%
Cc1noc(C)c1C(=O)N1CCN(C(=O)c2sc3cc(Cl)ccc3c2Cl)CC1	2.8	-2.3%
O=C(NNC(=O)C1CCN(Cc2cccc(F)c2)CC1)c1cccc(Cl)c1	.	0.4%
Cn1c(=O)[nH]c(=O)c2c1nc(N1CCCCC1)n2CCCSc1nc2ccccc2s1	-9.6	6.3%
COc1ccc(Cl)cc1S(=O)(=O)N1CCC(O)(c2ccc(Cl)cc2)CC1	12.5	1.1%
CC(Oc1ccc(Cl)cc1Cl)C(=O)N(Cc1ccco1)C1CCS(=O)(=O)C1 (configuration not stated)	.	-2.5%
O=c1[nH]c(O)c(N=Nc2ccc(SC(F)F)cc2)c(=O)[nH]1	7.7	-1.2%
Cc1ccc(S(=O)(=O)N2CCN(Cc3nc4sc5c(c4c(=O)[nH]3)CCCC5)CC2)cc1	33.8	-5.4%
Cc1c(NC(=O)CCC(=O)N2CCCCC2)c(=O)n(-c2ccccc2)n1C	-1.3	0.2%
O=C(O)CNC(=S)N(Cc1ccc(F)cc1)C1CCCCC1	-9.9	2.3%
CCOc1ccc(-n2c(-c3ccc(OC)cc3)c[n+]3c2CCCCC3)cc1	-8.3	-5.7%
O=C(O)CSc1ccc(Oc2ccc(SCC(=O)O)cc2)cc1	-6.7	3.8%
CNC(=O)c1nnn(Cc2ccccc2)c1NC(=O)C(F)(F)F	0.4	-5.0%
CCc1c(O)nc(SCC(=O)Nc2nc3ccccc3s2)n(-c2ccccc2)c1=O	6.0	-0.3%
Cc1cc(=O)oc(C)c1C(=O)n1nc(C)c2c1C[C@@H]1[C@H]2C1(C)C	.	-0.5%
CCOc1cccc(C(=O)Nc2ccccc2N2CCN(C(=O)C(C)C)CC2)c1	4.7	-5.0%
Remaining list, next part.
SMILES	RmlCD inh 1536	M. tuberculosis GlmU
CCOC1OC(=O)C(Cl)=C1Nc1ccc(C)cc1C (configuration not stated)	.	-3.2%
CN(C)Cc1nc2c(c(=O)[nH]1)C1(CCCCC1)Cc1ccccc1-2	2.6	-3.8%
CCc1c(C)sc(NC(=O)C2CC2)c1C(=O)OC(C)C	-12.3	-3.0%
C=CCOc1c(CNc2cccc(C(=O)O)c2)cccc1OC	-1.4	-2.6%
COC(=O)c1cn(NC(=O)c2ccc([N+](=O)[O-])c(C)c2)c(=O)c2ccccc12	-12.8	-1.0%
O=C(CSc1ccccc1)Nc1ccc(-c2nc3ccccc3[nH]2)cc1	1.6	-4.8%
CSc1ccccc1C(=O)NC1CCCCCC1	.	-4.7%
COC(=O)CN=C1OC(=O)N2C(=O)C3=C4[C@@H](C[C@H]5C(=O)N(c6ccccc6)C(=O)[C@H]5[C@H]4[C@@]12Cc1ccccc1)[C@H]1C(=O)N(c2ccccc2)C(=O)[C@H]1[C@H]3C	.	-0.3%
C=CCn1c(O)c(C(CC)=NCc2cccnc2)c(=O)[nH]c1=O	.	5.8%
Cc1ccc2c(c1)c(CC(=O)Nc1ccc(F)cc1)c(C(=O)O)n2C	-6.3	0.5%
O=C(c1ccc(COc2ccccc2[N+](=O)[O-])o1)N1CCCCCC1	2.4	5.4%
CC1=NS(=O)(=O)c2cc(Cl)ccc2N1	.	3.0%
O=c1cc(NCc2ccco2)c2ccccc2o1	10.1	-7.5%
CN(C)/C=N/c1cnc(C(=O)c2ccc(Cl)cc2)n1C	.	-6.5%
NC(=O)COc1ccc2c3c(c(=O)oc2c1)CCCCC3	.	0.2%
Cn1cnc([N+](=O)[O-])c1Sc1ncccc1N	.	3.0%
CS(=O)(=O)N1CCCC(C(=O)N2CCN(c3cccc(Cl)c3)CC2)C1 (configuration not stated)	.	5.4%
S=C1NCCOCCOCCOCCOCCNC(=S)N2CCOCCOCCN1CCOCC2	?	0.6%
O=C(CSc1nnnn1Cc1ccccc1)Nc1ccc2c(c1)OCO2	.	4.7%
